Compound activity deposited in PubChem by National Center for Advancing Translational Sciences (NCATS).
GCN5L2 inh: blocks human GCN5L2 histone acetyltransferase; GCN5L2 HAT assay, ThioGlo1 CoA-SH fluorescence; actives 0.21% (n = 390,000); AID 504327; Q92830; Potency, µM (doses to about 58.9 µM), for the others: at the highest dose activity change, negative = inhibition, actives largely listed as inhibitors
Target sequence (Q92830 whole entry, looked up): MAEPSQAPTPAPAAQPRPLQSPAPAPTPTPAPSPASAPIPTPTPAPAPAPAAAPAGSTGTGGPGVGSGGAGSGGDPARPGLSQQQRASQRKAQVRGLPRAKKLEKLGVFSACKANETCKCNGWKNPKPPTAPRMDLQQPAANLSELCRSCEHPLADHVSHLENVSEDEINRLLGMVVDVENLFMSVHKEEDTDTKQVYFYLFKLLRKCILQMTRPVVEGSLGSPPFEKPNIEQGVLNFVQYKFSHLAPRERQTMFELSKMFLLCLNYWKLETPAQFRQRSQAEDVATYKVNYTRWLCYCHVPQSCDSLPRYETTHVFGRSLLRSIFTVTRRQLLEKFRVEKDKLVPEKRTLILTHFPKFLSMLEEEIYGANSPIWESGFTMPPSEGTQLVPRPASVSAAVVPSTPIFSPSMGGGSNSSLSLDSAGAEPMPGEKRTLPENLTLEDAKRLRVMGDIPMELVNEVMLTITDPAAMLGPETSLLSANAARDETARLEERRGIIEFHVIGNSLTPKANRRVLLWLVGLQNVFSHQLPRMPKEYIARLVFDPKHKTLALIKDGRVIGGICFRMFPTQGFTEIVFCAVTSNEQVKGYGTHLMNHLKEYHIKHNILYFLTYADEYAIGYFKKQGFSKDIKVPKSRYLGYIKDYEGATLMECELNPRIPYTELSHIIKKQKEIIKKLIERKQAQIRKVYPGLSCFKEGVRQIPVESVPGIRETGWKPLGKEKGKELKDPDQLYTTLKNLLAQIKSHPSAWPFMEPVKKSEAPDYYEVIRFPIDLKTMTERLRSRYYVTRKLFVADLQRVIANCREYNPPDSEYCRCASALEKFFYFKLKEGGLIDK
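Titration-based screen in which CoA formation is detected via maleimide probe ThioGlo1 (50uM) turning fluorescent on thiol reaction; substrates H3(1-25) 75uM and acetyl-CoA 70uM, GCN5L2 20nM, 20 min incubation at room temperature.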
N370S GC: N370S glucocerebrosidase modulation, Gaucher chaperone candidate; P04062; N370S GC spleen homogenate, 4MU-glucoside fluorescence; Potency, µM (titrated, usually from 59.4 µM), inactives show top-dose activity change, negative = inhibition, most hits filed as inhibitors; actives 0.092% (n = 330,000); AID 2101;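 further: 0% = full enzyme activity and -100% = no enzyme basal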
FEN1 inhibitor: inhibitors of human flap endonuclease 1; actives 0.35% (n = 390,000); Recombinant FEN1 flap cleavage, fluorescence, 15 min; Potency, µM (highest dose often 114 µM), inactives show at the top dose activity change, negative = inhibition, most hits filed as inhibitors; AID 588795; P39748; further: nearly all actives have a fitted effect of over 65% in size
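In this screen, 50 nM flap DNA substrate was added to 10 nM FEN1 pretreated with compound for 15 min at room temperature; cleavage was followed with reads at 0 and 15 min, and Hill fitting gave concentration–response parameters.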
Numbers without * were called inactive; u = inconclusive; x = no result given. The call rests on the fitted dose curve; in most records, active means well fitted curve in the direction sought with a large enough effect; inconclusive means small, poorly fitted or top-dose-only effect, or another doubt; inactive means no such curve, though single readings can be large; an effect the other way counts as inactive or inconclusive. Unless noted, on the % scale 0 is the no-effect control and ±100 the full control effect; potency means the concentration at half of the fitted maximal effect.

SMILES	GCN5L2 inh	N370S GC	FEN1 inhibitor
COC(=O)c1cc(-c2ccc(OC)cc2F)nc2nc(SC)[nH]c(=O)c12	-8%	u	4%
CCOC(=O)c1cc(C(=O)Nc2sc3c(c2C#N)CCCC3)nn1C	-5%	17%	-5%
Cc1cccc(N2CC(C(=O)NCC3COc4ccccc4O3)CC2=O)c1C (centres undefined)	-4%	x	u
O=C(NCC(=O)N(c1cccnc1)C(C(=O)NC1CCCC1)c1ccco1)c1cccs1 (centres undefined)	-7%	9%	10%
CC(C)CN1CCCC(N2CCN(c3cccc(Cl)c3)CC2)C1 (centres undefined)	-2%	-3%	-2%
COc1ccc(CCNC(=O)c2ccc(=O)[nH]c2)cc1	-7%	-2%	-10%
Cc1nn(CCCC(=O)NCc2ccccc2)c(=O)c2c1sc1ccccc12	-17%	x	u
CC(C)(C)C1CCc2c(sc(NC(=O)c3ccncc3)c2C(N)=O)C1 (centres undefined)	-4%	u	1%
COc1ccccc1NC(=S)NC(=O)C(C)(C)C	-4%	-24%	7%
Cc1cc(C)cc(NC(=O)CSc2nnc(NC(=O)C3CC3)s2)c1	-2%	4%	0%
Cc1oc(S(=O)(=O)N2CCCCC2)cc1NC(=O)Nc1ccc(Cl)cc1	-6%	19%	-2%
O=S(=O)(NCc1cn2ccsc2n1)c1ccc(Oc2ccccc2)cc1	-11%	10%	-3%
Cc1onc(-c2c(Cl)cccc2Cl)c1C(=O)N1CCCc2ccccc21	7%	x	13%
COc1cc(/C=N/Nc2ccccc2)ccc1O	-3%	-8%	9%
S=c1[nH]nc(COc2ccc(Cl)cc2)n1-c1ccccc1	-11%	1%	-2%
CCOC(=O)C(Cc1ccc(Cl)cc1Cl)c1ccno1 (centres undefined)	-14%	3%	4%
CCC(C)(C)NCC(=O)Nc1ccc(OC(F)(F)F)cc1	-2%	-5%	-5%
Cc1ccc(C2c3c(oc4ccccc4c3=O)C(=O)N2c2nncs2)cc1 (centres undefined)	-6%	0%	15%
CCc1ccc(/C=C2\SC(N3CCOCC3)=NC2=O)cc1	-12%	4%	4%
CCSC1=NCCN1C(=O)Cc1ccc(-c2ccccc2)cc1	-3%	-17%	-10%
COC(=O)C(C)(C)ONC(=O)Nc1ccc(C)cc1	-8%	9%	0%
CCN(c1ccccc1)c1nnc(NC(=O)Nc2ccc(Br)c(C)c2)s1	-2%	x	5%
Cc1nnn(C23CC4CC(CC(CC(=O)Nc5ccc(C)c(Cl)c5)(C4)C2)C3)n1	-6%	u	-18%
Cc1cc(C)c2c(=O)[nH]n(C(C)C)c2n1	0%	13%	1%
CC(NC(=O)Cn1cc(Br)c([N+](=O)[O-])n1)c1ccccc1 (centres undefined)	u	-22%	12%

Part of the list above in a different format.
GCN5L2 inh,N370S GC,FEN1 inhibitor,compound
-6%,0%,15%,Cc1ccc(C2c3c(oc4ccccc4c3=O)C(=O)N2c2nncs2)cc1 (centres undefined)
-7%,-2%,-10%,COc1ccc(CCNC(=O)c2ccc(=O)[nH]c2)cc1
0%,13%,1%,Cc1cc(C)c2c(=O)[nH]n(C(C)C)c2n1

Part of the list above with just FEN1 inhibitor:
smiles,FEN1 inhibitor
CCc1ccc(/C=C2\SC(N3CCOCC3)=NC2=O)cc1,4%
CCOC(=O)C(Cc1ccc(Cl)cc1Cl)c1ccno1 (centres undefined),4%
COc1ccccc1NC(=S)NC(=O)C(C)(C)C,7%
O=C(NCC(=O)N(c1cccnc1)C(C(=O)NC1CCCC1)c1ccco1)c1cccs1 (centres undefined),10%
Cc1onc(-c2c(Cl)cccc2Cl)c1C(=O)N1CCCc2ccccc21,13%

Additional results
SMILES	GCN5L2 inh	N370S GC	FEN1 inhibitor
Cc1noc(C)c1NC(=O)N(C)C[C@H]1Oc2c(NC(=O)Nc3ccc(C(F)(F)F)cc3)cccc2C(=O)N([C@H](C)CO)C[C@@H]1C	0%	x	-23%
NC(=O)COC(=O)c1cccnc1Nc1ccccc1F	-4%	-24%	3%
Cc1cccc(C)c1NC(=O)CNC(=O)CNC(=O)c1ccc2c(c1)OCO2	2%	0%	3%
NC(=O)c1ccccc1OCC(=O)Nc1cccnc1Cl	-2%	x	-15%
CCOc1ccc(CN2CCNC(=O)C2CC(=O)O)cc1 (centres undefined)	1%	24%	-1%
COc1ccc(N(C)C(=O)C2CCN(S(=O)(=O)c3cccc4nonc34)CC2)cc1	-7%	0%	3%
N#Cc1c(NC(=O)c2ccc(Cn3cc(Br)cn3)o2)sc2c1CCCCC2	u	u	-12%
COc1ccccc1NC(=O)CSc1nnc2ccc(-c3cccnc3)nn12	-13%	12%	-2%
COc1cccc(-c2nc(NCC3CCCO3)c3ccccc3n2)c1O (centres undefined)	0%	-21%	u
O=C(NNC(=O)c1ccccc1Cl)c1ccncc1	2%	-7%	-1%
CN1CCN(C(=O)c2cccc(S(=O)(=O)N3CCCCC3)c2)CC1	-3%	12%	3%
COc1cccc(-n2nnnc2SCC(=O)c2cc(OC)ccc2OC)c1	-2%	1%	x
CCS(=O)(=O)N1CCC(C(=O)NCCN2CCOCC2)CC1	2%	-2%	-3%
Cc1ccc(NC(=O)CCCC(=O)O)c(-c2nc3ccccc3[nH]c2=O)c1	-3%	5%	-2%
CCOC(=O)c1cc(S(=O)(=O)NCc2ccccc2)[nH]n1	-21%	x	-1%
CCCC[C@@H]1CNCCN1CCCc1cc(OC)c(OC)c(OC)c1	-11%	8%	-7%
CCn1nnc(NC(=O)c2cccnc2)n1	-2%	2%	-4%
CCN1CCN(c2ccc(NC(=O)CCc3c(C)nc4c(-c5ccccc5)c(C)nn4c3C)cc2)CC1	-7%	-11%	-12%
CCOc1ccc(N2C(=O)CN=C2Nc2ccccc2Cl)cc1	-6%	-9%	-5%
CCNc1nc(NC(C)(C)C)nc(SC(C(C)=O)C(C)=O)n1	-5%	14%	-4%
O=C(CSCc1ccccc1)N1CCN(S(=O)(=O)c2ccc(F)cc2)CC1	-1%	-5%	0%
NC(=O)COC(=O)c1cc(-c2ccco2)nc2ccccc12	-5%	5%	u
O=C(N/C(=C/c1cccnc1)C(=O)N1CCOCC1)c1ccccc1	2%	2%	4%
COc1ccccc1N(CC(=O)NC(C)(C)C)C(=O)CCC(=O)Nc1ccccn1	u	0%	4%
O=C(CSc1nc2cc(Cl)ccc2o1)NCCc1ccccc1	-1%	-15%	-20%

Of the compounds above, these have a tert-butyl group.
SMILES	GCN5L2 inh	N370S GC	FEN1 inhibitor
CC(C)(C)C1CCc2c(sc(NC(=O)c3ccncc3)c2C(N)=O)C1 (centres undefined)	-4%	u	1%
COc1ccccc1NC(=S)NC(=O)C(C)(C)C	-4%	-24%	7%
CCNc1nc(NC(C)(C)C)nc(SC(C(C)=O)C(C)=O)n1	-5%	14%	-4%
COc1ccccc1N(CC(=O)NC(C)(C)C)C(=O)CCC(=O)Nc1ccccn1	u	0%	4%

(further entries)
SMILES	GCN5L2 inh	N370S GC	FEN1 inhibitor
CCOC(=O)/C(=C/Nc1ccccc1)[N+](=O)[O-]	4%	16%	-4%
COc1cc(OC)cc(-c2nnc(SCc3cccc(C(=O)O)c3)o2)c1	-5%	x	-5%
COc1ccc(C(=O)Nc2ccc(S(=O)(=O)N3CCN(C)CC3)cc2)cc1[N+](=O)[O-]	-1%	-4%	-5%
O=C(O)Cc1ccc2sc(-c3ccccc3)nc2c1	-4%	-3%	2%
COc1ccc(C(=S)N2CCOCC2)cc1OC(=O)c1cc([N+](=O)[O-])c(C)c([N+](=O)[O-])c1	-11%	-1%	-8%
CCOc1cc(CNn2c(C)nnc2SCC(=O)NC(C)(C)C)ccc1OCC(=O)NC(C)(C)C	-8%	-3%	2%
Fc1cccc(NC(=S)NCC(c2cccnc2)N2CCOCC2)c1 (centres undefined)	-8%	-2%	-2%
Cn1cccc1/C=N/NC(=O)c1ccco1	-11%	2%	7%
O=C(COc1cccnc1[N+](=O)[O-])Nc1ccc2c(c1)CCC2	-26%	29%	-15%
Cc1sc(NC(=O)CN2CCOCC2)c(C#N)c1C	-6%	2%	-6%
Cc1cc(OC(C)C(=O)NCCCN2CCOCC2)ccc1Cl (centres undefined)	-2%	0%	-4%
CCCCNC(=O)CC1Nc2ccccc2NC1=O (centres undefined)	-5%	6%	0%
COc1ccc(C(CNC(=O)c2ccccc2C)N2CCCC2)cc1 (centres undefined)	0%	-4%	7%
COc1ccc(CCNC(=O)COC(=O)CSc2ccc([N+](=O)[O-])cc2)cc1OC	-1%	x	-15%
Cc1c(Cl)c([N+](=O)[O-])nn1CC(=O)NCc1cccnc1	1%	6%	9%
CCSc1nc(-c2ccc(OC)cc2)n(-c2nc3ccccc3s2)n1	-3%	8%	-5%
COC(=O)c1c(-c2ccncc2)csc1NC(=O)c1ccoc1C	-5%	-1%	-10%
CC1CCc2c(sc3c2C2=NS(=O)(=O)CCN2C=N3)C1 (centres undefined)	-1%	-3%	-1%
CCOC(=O)N1CCN(C(=O)c2cccc(NC3=NC4CS(=O)(=O)CC4S3)c2)CC1 (centres undefined)	-19%	20%	0%
O=C1OC(NC(=O)c2ccccc2)C(n2cc(CO)nn2)=C1Cl (centres undefined)	-6%	27%	0%
O=C(OCc1ccc2c(c1)OCO2)c1cccc(S(=O)(=O)N2CCCCC2)c1	-9%	15%	1%
Cc1cc(C)cc(NC(=S)N(Cc2ccc(Cl)cc2)Cc2ccc(C(=O)O)cc2)c1	-6%	-2%	8%
COC(=O)COc1ccc(S(=O)(=O)N2CCCCCC2)cc1C	0%	0%	4%
O=C1c2ccc3c4c(ccc(c24)C(=O)N1c1cccc(O)c1)C(=O)N(c1cccc(O)c1)C3=O	-3%	-4%	-14%
CCCNC(=O)/C=C/c1ccc(C(C)C)cc1	2%	4%	20%
O=C(c1cc(COc2ccc3c(c2)CCCC3)on1)N1CCCC1	-15%	-2%	x
Cc1cc(C)c(NC(=O)CN2CCN(C)CC2)c(C)c1	-9%	-2%	-13%
C/C(=N\NC(=O)c1ccc(CSc2nncn2C)cc1)c1ccc(C#N)cc1	-13%	7%	1%
CC(C)n1cc(C(=O)N2CCCC(N3CCN(c4cccc(Cl)c4)CC3)C2)cn1 (centres undefined)	2%	3%	3%
CN(C)/C=N/c1nc2ncc(-c3ccc(Cl)cc3)c(/N=C/N(C)C)n2n1	-1%	7%	0%

Profiles, looked up by structure. Values in the order: GCN5L2 inh	N370S GC	FEN1 inhibitor
CCOC(=O)c1cc(S(=O)(=O)NCc2ccccc2)[nH]n1 as listed: -21%	x	-1%
Cc1nn(CCCC(=O)NCc2ccccc2)c(=O)c2c1sc1ccccc12 as listed: -17%	x	u
O=C(NCC(=O)N(c1cccnc1)C(C(=O)NC1CCCC1)c1ccco1)c1cccs1 (centres undefined) as listed: -7%	9%	10%
CCCCNC(=O)CC1Nc2ccccc2NC1=O (centres undefined) as listed: -5%	6%	0%
CC1CCc2c(sc3c2C2=NS(=O)(=O)CCN2C=N3)C1 (centres undefined) as listed: -1%	-3%	-1%
